PABP1 MLLE inh: blocks PAM2 peptide binding to the PABP1 MLLE domain | P11940 | GST-MLLE / FITC-PAM2 fluorescence polarization | inhibition, % at 20 µM | hit rate 0.36% among 360,000 | AID 588489; in the data active = inhibition above about 35%, passing the limit was not always enough;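 note: plate controls were DMSO wells with GST-MLLE for no effect and wells lacking GST-MLLE protein for full effect; some results filed as inactive read as strong as hits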
CSN inh: blocks human CSN-mediated cullin deneddylation; hit rate 0.38% among 360,000; Q92905; Purified CSN, SCF-Nedd8-OG deneddylation, fluorescence polarization; AID 651999; inhibition, % at 12.5 µM;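 active = pattern-corrected inhibition above about 35%, with an unprinted fluorescence ratio check between 0.5 and 1.5, limit read from the data, passing the limit was not always enough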;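 note: 0% = enzyme with substrate and 100% = substrate without enzyme; some results filed as inactive read as strong as hits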
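Test system: Human Csn5 produced in HEK293T cells | Compound: 12.5 µM single point | Times: 90 min, room temperature | Signal: Fluorescence polarization readout | Read-out basis: % inhibition of substrate cleavage by Csn5 | Controls: no-enzyme wells high, enzyme-with-substrate wells low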
SUMO1 PPI mod: modulators of human SUMO1-mediated protein-protein interactions; P63165; SUMO1 binding to a labelled peptide, TR-FRET, 1 h; inhibition, % at 20 µM; hit rate 0.33% among 360,000; in the data active = inhibition above about 37%
Target sequence (P63165 whole entry, looked up): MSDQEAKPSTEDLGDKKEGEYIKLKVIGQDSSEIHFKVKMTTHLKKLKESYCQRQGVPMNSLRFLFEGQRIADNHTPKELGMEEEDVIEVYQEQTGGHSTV
Scp1 inh: blocks human Scp-1 phosphatase activity | Recombinant Scp1, phosphopeptide, malachite green phosphate absorbance | inhibition, % at 20 µM | hit rate 0.88% among 340,000 | AID 493091;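 active = inhibition above about 50% at 20 µM, limit read from the data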;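 note: plate controls were DMSO wells with enzyme for no effect and wells lacking enzyme for full effect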
Target sequence (Q9GZU7 76-261 limits assumed): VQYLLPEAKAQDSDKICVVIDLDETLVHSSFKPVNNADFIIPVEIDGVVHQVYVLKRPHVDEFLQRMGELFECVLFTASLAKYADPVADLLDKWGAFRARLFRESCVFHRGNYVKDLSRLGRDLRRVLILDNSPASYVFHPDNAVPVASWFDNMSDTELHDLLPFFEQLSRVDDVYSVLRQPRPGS
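System: SCP-1 catalytic domain; Reagent: Phospho 17-mer peptide substrate; Doses: one concentration, 20 µM, with 1.0% DMSO; Incubation: 45 min room-temperature reaction, 5 min colour, 30 min stabiliser; Signal: Phosphate-binding colour reagent, absorbance read at 630 nm.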
LMPTP block: LMPTP (human) inhibition; P24666; recombinant LMPTP-A, OMFP fluorogenic substrate, fluorescence intensity; inhibition, % at 20 µM; hit rate 0.22% among 360,000; AID 651560;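 active = compounds that cut the enzyme signal by at least half of the control window in the single-dose screen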;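 note: plate controls were DMSO wells with enzyme plus substrate for no effect and substrate without enzyme for full effect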
Target sequence (P24666 whole entry, looked up): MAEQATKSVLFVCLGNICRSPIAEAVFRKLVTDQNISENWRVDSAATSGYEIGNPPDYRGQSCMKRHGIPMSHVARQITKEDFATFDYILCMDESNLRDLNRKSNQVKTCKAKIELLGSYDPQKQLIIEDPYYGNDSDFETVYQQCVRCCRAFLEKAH
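test system = LMPTP-A | amount = 0.625 nM LMPTP-A final | reagent = fluorogenic phosphatase substrate OMFP at 400 µM final | incubation = 50 min at room temperature | benchmarks = no-enzyme low control, uninhibited high control | medium = Bis-Tris pH 6.0, DTT, detergent | signal = fluorescence intensity of OMFP turnover product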
DNMT1 inh: blocks human DNA methyltransferase DNMT1 | DNMT1 molecular beacon, Hinp1I cleavage, fluorescence | inhibition (reported as % activation of signal), % at 10 µM | hit rate 0.83% among 360,000; in the data active = inhibition above about 50%
Rpn11 block: blocks the human proteasome subunit Rpn11 | O00487 | human 26S proteasome, Ub4-pepOG fluorescence polarization; 20S core pre-blocked with epoxomicin | calls only at 20 µM | hit rate 0.59% among 360,000 | AID 588493;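 active = inhibition at 20 µM, scaled to each plate's controls, above about 33%, limit read from the data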
Target sequence (O00487 whole entry, looked up): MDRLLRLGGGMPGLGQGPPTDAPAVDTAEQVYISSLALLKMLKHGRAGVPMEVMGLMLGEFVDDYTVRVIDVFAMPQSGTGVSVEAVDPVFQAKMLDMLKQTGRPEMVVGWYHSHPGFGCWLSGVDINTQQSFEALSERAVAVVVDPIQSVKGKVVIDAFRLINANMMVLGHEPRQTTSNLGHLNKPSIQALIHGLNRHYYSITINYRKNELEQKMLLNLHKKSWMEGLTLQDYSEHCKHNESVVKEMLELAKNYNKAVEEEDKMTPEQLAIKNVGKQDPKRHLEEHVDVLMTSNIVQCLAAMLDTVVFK
NadD block: inhibitors of Staphylococcus aureus NadD. purified NadD enzyme, colorimetric absorbance read-out. inhibition, % at 20 µM. hit rate 0.78% among 360,000; in the data active = inhibition above about 26%; note: some compounds past the cut are filed as inactive
Tb MetRS inh: Trypanosoma brucei MetRS inhibition | AID 624268 | purified T. brucei MetRS, ATP depletion, Kinase-Glo luminescence | hit rate 0.4% among 360,000 | inhibition, % at 11.9 µM;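 active = inhibition above a per-plate cutoff of the control wells' mean inhibition plus 3 SD, cut at about 5.5% in these data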;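 note: 0% = DMSO wells median and 100% = median of wells with control inhibitor compound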
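Material – parasite MetRS enzyme · Medium – HEPES-MgCl2-KCl buffer plus DTT, spermine, BSA, pyrophosphatase · Reagent – ATP, methionine and E. coli bulk tRNA substrates · Times – 15 min enzyme-compound preincubation, 2 h reaction, 10 min detection, 25 °C · Measured by – luminescence of leftover ATP · Evaluation – percent inhibition relative to median high and low control wells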
STEP block: blocks human striatal-enriched tyrosine phosphatase; recombinant STEP, OMFP fluorogenic substrate, fluorescence; P54829; inhibition, % at 20 µM; AID 588621; hit rate 0.25% among 360,000;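 active = inhibition at 20 µM, scaled per plate between control wells, above about 37%, limit read from the data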;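 note: 0% = DMSO with enzyme and substrate and 100% = substrate only without enzyme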
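Material: STEP (striatal-enriched tyrosine phosphatase) enzyme, cell-free; Compound dosing: 20 µM single dose in 1% DMSO; Technique: fluorescence read at 480 nm ex / 540 nm em; Times: reaction 20 min, ambient temperature; Medium: 50 mM Bis-Tris pH 6.0 with 2.5 mM DTT and 0.005% Tween 20; Also added: OMFP at 25 µM.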
Starred values were filed as active, the others as inactive; i = inactive; . = not tested or not shown.

Preview, 2 compounds:
canonical_smiles	PABP1 MLLE inh	CSN inh	SUMO1 PPI mod	Scp1 inh	LMPTP block	DNMT1 inh	Rpn11 block	NadD block	Tb MetRS inh	STEP block
O=C(COc1nsnc1N1CCOCC1)Nc1ccc([N+](=O)[O-])cc1	15	6	-25	-6	0.2	-1	i	-4	-0.4	0
CCOc1ccc(N2C(=O)c3cccnc3C2Nc2ccc(OC)cc2)cc1 (stereo not drawn)	10	1	0	-4	-1.5	-16	i	9	-1.3	22

All compounds of this part (from the top)
canonical_smiles	PABP1 MLLE inh	CSN inh	SUMO1 PPI mod	Scp1 inh	LMPTP block	DNMT1 inh	Rpn11 block	NadD block	Tb MetRS inh	STEP block
O=C(COc1nsnc1N1CCOCC1)Nc1ccc([N+](=O)[O-])cc1	15	6	-25	-6	0.2	-1	i	-4	-0.4	0
CCOc1ccc(N2C(=O)c3cccnc3C2Nc2ccc(OC)cc2)cc1 (stereo not drawn)	10	1	0	-4	-1.5	-16	i	9	-1.3	22
CCOc1ccc(/C=C(\C#N)C(=O)Nc2ccccn2)cc1	10	3	-27	4	1.1	-1	i	-2	-0.8	-2
CN(C)C(=O)CCc1ccc2c3c([nH]c2c1)[C@]1(C)[C@@H](C(=O)N2CCCCC2)C[C@H](CC(=O)NCCCn2ccnc2)C(=O)N1CC3	-1	3	-16	-7	-8.6	6	i	9	0.3	-2
COc1ccc(-n2c(=O)c3ccccc3n(CC(=O)NC3CCCC3)c2=O)c(OC)c1	6	2	-1	-4	-2.1	-4	i	-2	0.2	2
CN1OC[C@@H]2CN(C(=O)C(C)(C)C)[C@H](c3ccc(-n4ccnc4)cc3)C[C@@H]21	1	1	3	.	0.4	4	i	1	-0.4	2
Cn1c(=O)c2[nH]c(Cc3ccsc3)nc2n(C)c1=O	-6	-5	4	-3	-1.9	2	i	0	-0.1	3
Cc1cc(OCC(=O)NCC(O)c2ccccc2)c2c(C)c(C)c(=O)oc2c1 (stereo not drawn)	1	-1	-14	-9	0.2	8	i	-6	-0.7	-1
Cc1cc(NC(=O)COC(=O)C2CC(=O)N(c3ccc(C)c(Cl)c3)C2)no1 (stereo not drawn)	9	-7	-6	-10	0.9	-1	i	-2	0.1	1
COc1ccc(NC(=O)c2oc3ccccc3c2NC(=O)c2ccco2)cc1	-8	2	-2	-15	3.2	4	i	-10	0.2	-3

Only NadD block, Rpn11 block and Tb MetRS inh, for two of the compounds above:
Compound,NadD block,Rpn11 block,Tb MetRS inh
CN(C)C(=O)CCc1ccc2c3c([nH]c2c1)[C@]1(C)[C@@H](C(=O)N2CCCCC2)C[C@H](CC(=O)NCCCn2ccnc2)C(=O)N1CC3,9,i,0.3
COc1ccc(-n2c(=O)c3ccccc3n(CC(=O)NC3CCCC3)c2=O)c(OC)c1,-2,i,0.2

Next part.
canonical_smiles	PABP1 MLLE inh	CSN inh	SUMO1 PPI mod	Scp1 inh	LMPTP block	DNMT1 inh	Rpn11 block	NadD block	Tb MetRS inh	STEP block
O=C(NCCO)/C(=C\c1ccco1)NC(=O)c1cccs1	-2	-4	-7	7	-0.2	-3	i	-2	0.3	0
COc1ccc(S(=O)(=O)N2CCOC2CNC(=O)C(=O)NCCc2ccc(OC)c(OC)c2)cc1 (stereo not drawn)	-1	-5	2	-9	-0.2	-12	i	4	0.4	-3
Cc1c(Cc2ccccc2)sc(NC(=O)C(C)(C)C)c1C(N)=O	15	-2	1	-2	3.6	0	i	-7	-0.6	0
CC(NC(=O)CN1C(=O)NC2(CCc3ccccc32)C1=O)c1ccccc1 (stereo not drawn)	-3	-1	-3	-5	-1.5	0	i	-5	-0.4	0
O=c1oc2ccccc2cc1C1=Nn2c(nnc2-c2cccnc2)SC1	-19	-2	5	3	0.3	2	i	0	-1.2	2
CC1(c2nnc(-c3cccc(Cl)c3)o2)CC(c2ccccc2)=NO1 (stereo not drawn)	11	-1	1	-9	1.1	2	i	-13	-0.1	-1
Cc1ccc(C(C)NC(=O)c2ccncc2)c(C)c1 (stereo not drawn)	1	1	-3	6	-1.6	3	i	-1	-1.8	1
Cc1nnc(SCC(=O)N2CC(=O)Nc3ccccc32)n1Cc1ccccc1	-53	0	-5	-4	0.1	4	i	-9	-1.1	-3
CCCCCC1C(C(=O)OCC)C(=O)NC1(C(=O)OCC)C(=O)OCC (stereo not drawn)	-5	-3	0	-10	-0.7	-2	i	-3	-0.3	-2
Cc1ccc(S(=O)(=O)NCc2ccc3c(c2)cc(C)n3C)cc1	35	2	-14	-11	15	17	i	3	-0.7	-1
O=C(CN1CCN(S(=O)(=O)c2ccccc2)CC1)Nc1ccccc1C(=O)NC1CC1	6	6	4	-7	-0.6	2	i	3	-0.1	-2
Cc1c(C(=O)N2CC[C@@H](N3CCC(O)CC3)[C@H](O)C2)[nH]c2ccc(Cl)cc12	-30	-2	0	-6	0.2	-7	i	1	-0.1	0
CC(C)NS(=O)(=O)c1ccc(CCC(=O)NCc2ccc3c(c2)OCO3)cc1	4	-5	-3	17	-0.4	1	i	1	-0.7	-1
O=C(NCCNc1ccc([N+](=O)[O-])cc1C(F)(F)F)c1cccc(F)c1	13	-8	-15	1	0.3	11	i	-2	-1.2	0
COc1ccc(CN(C(=O)c2ccccc2OC)C2CCS(=O)(=O)C2)cc1 (stereo not drawn)	-4	-3	26	-20	-1.0	2	i	3	-0.3	1
CCCCCCCC(=O)Nc1cc(C(=O)NCc2ccc(C)cc2)ccc1N1CCC2(CC1)CC(c1cccc(Br)c1)=NO2	-1	-3	5	-4	2.9	4	i	13	-0.3	8
O=C(Nc1cccn(Cc2c(Cl)cccc2Cl)c1=O)c1c(Cl)cccc1Cl	-2	-2	-3	-16	2.1	-8	i	2	-0.7	0
OC[C@@H]1CN(Cc2ccncc2)C[C@H](n2cnc3c(N4CCOCC4)ncnc32)O1	-10	0	3	.	-1.5	3	i	10	0.2	-2
CCn1c(SCC(=O)c2ccc(Cl)s2)nnc1-c1cccs1	-20	0	-18	0	-0.1	0	i	5	-0.6	1
COc1cc(C(=O)N2CCc3ccccc32)cc(OC)c1OC	-9	1	1	-5	-1.3	0	i	-2	-1.6	0
OCC[C@@H]1C[C@H](O)[C@@H](O)[C@]2(CCc3ccccc3O2)O1	9	-2	2	4	-1.9	3	i	2	-0.4	-1
CCCC(=O)Nc1ccc(N2CCCCC2)cc1	-13	-1	-2	-4	-1.3	-1	i	-2	-1.4	2
O=C(CSc1n[nH]c(=O)[nH]c1=O)N/N=C/c1ccccc1	1	-6	2	-9	-0.3	4	i	-1	0.9	-4
O=C1NC(=O)C2(COC3(CCCC3)OC2)S1	5	10	5	6	-2.1	13	i	0	1.8	0
COc1cc(OC)cc(C(=O)N/N=C/c2ccc(OC)c(COc3ccc4ccccc4c3)c2)c1	-13	-4	5	-17	3.3	-7	i	40*	-0.3	2
COc1ccc(Nc2nc(-c3cccc([N+](=O)[O-])c3)nc3ccccc23)c(OC)c1	13	-10	-3	6	1.0	-3	i	-1	-1.0	-2
O=C(NCc1nc2ccccc2[nH]1)C1=C[C@@H](c2ccc(C(F)(F)F)cc2)C[C@@H](OCc2ccc(CO)cc2)O1	1	-1	2	12	5.0	-5	i	12	37*	-1
CCn1c(SCC(=O)Nc2ccccc2OC)nc(O)cc1=O	10	0	3	-2	-1.1	-6	i	-3	-1.1	-4
O=C(/C=C/c1cccc([N+](=O)[O-])c1)c1ccco1	7	7	-14	5	4.9	2	i	-2	-0.7	0
Cc1ccc(S(=O)(=O)NCc2ccccc2)cc1C(=O)N1CC(C)CC(C)C1 (stereo not drawn)	3	-9	6	-3	0.9	1	i	-2	-0.4	0
C/C(=N\NC(=O)CN1CCN(c2ccc(F)cc2)CC1)c1ccco1	8	3	-7	0	2.1	2	i	-3	-0.7	1
Cc1onc(-c2ccccc2)c1C(=O)Nc1ccc2c(c1)OCCO2	-12	-4	1	-12	-1.2	0	i	-3	0.3	-1
N#Cc1c2c(c(-c3ccccc3)[nH]c1=O)CCCC2	2	1	-23	-5	-1.1	4	i	-6	-0.6	-1
CCOC(=O)c1ccc2c(c1)nc(-c1ccc(F)cc1)c1nccn12	-12	-4	48*	-1	-1.0	18	i	-3	-1.3	-1
O=C(NC1CC2CCCC(C1)N2S(=O)(=O)c1ccccc1)c1ccccc1 (stereo not drawn)	13	-3	1	-4	-0.3	-3	i	4	-0.1	1
Cc1cccc(-n2nc(C(=O)Nc3ccccc3)n3c(=O)cc(-c4ccccc4)nc23)c1	0	3	0	-5	2.5	0	i	30*	-0.9	3
O=C(CSc1nnc(-c2ccncc2)o1)NCc1ccccc1	9	5	1	-6	-2.0	2	i	-2	-1.3	1
O=C(O)/C=C/c1cn(Cc2ccccc2)nc1-c1ccc(Cl)cc1	13	-12	2	-7	-0.2	8	i	-1	-0.1	4
COc1cccc2c1C(=O)c1c(O)c3c(c(O)c1C2=O)C[C@@](O)(C(=O)CO)C[C@@H]3O[C@H]1C[C@H](N)[C@H](O)[C@H](C)O1	155	-74	-28	-16	9.9	-177	i	19	-0.6	-30
Nc1ccn([C@@H]2O[C@H](CNCc3ccc(Oc4cc(-n5cccn5)ncn4)cc3)[C@@H](O)[C@H]2O)c(=O)n1	-9	-3	2	.	-0.8	4	i	3	-0.4	1
CCn1c(COc2cccc3cccnc23)nnc1SCC(=O)OC	-18	-3	3	-8	-0.2	2	i	4	-0.7	-3
COc1ccc(C(CNS(=O)(=O)c2ccc(C)cc2)N2CCN(C)CC2)cc1 (stereo not drawn)	12	-3	-5	-3	-0.7	1	i	-5	-0.2	-3
CN(NC(=O)COc1ccccc1)C1=NS(=O)(=O)c2ccccc21	13	-5	2	-1	-0.3	1	i	-7	-1.0	-1
COc1ccc(N2CCCC2)c(NC(=O)COc2ccccc2)c1	-6	0	1	-3	6.2	-1	i	3	-0.3	3
O=C(CCC(=O)c1cccs1)NNC(=O)c1ccccc1O	8	2	11	2	1.6	8	i	-2	-0.4	3
O=C(O)CN(Cc1ccccc1)S(=O)(=O)c1ccc2c(c1)OCCO2	-4	-6	3	2	0.2	-2	i	15	0.1	-6
FC(F)Oc1ccc(/C=N/NC(=S)Nc2cc(C(F)(F)F)ccc2Cl)cc1	-10	0	-2	-8	0.0	12	i	3	0.0	0

Assay outcomes: PubChem, several laboratories
